Assay outcomes: PubChem BioAssay, National Center for Advancing Translational Sciences (NCATS)
TrxR1 substrate = qHTS Assay for Substrates of Mammalian Selenoprotein Thioredoxin Reductase 1 (TrxR1): qHTS. purified TrxR1 substrate turnover, NADPH consumption readout. 390,000 tested, 0.01% active. Potency, µM (highest dose often 114 µM), inactives show at the top dose activity change, negative = substrate turnover. AID 588456, 2011; note: potency is the fitted concentration of half-maximal effect; % is set by controls: 0 for no effect and ±100 for the full control effect; nearly all actives have a fitted effect of over 50% in size
Target sequence (O89049 whole entry, looked up): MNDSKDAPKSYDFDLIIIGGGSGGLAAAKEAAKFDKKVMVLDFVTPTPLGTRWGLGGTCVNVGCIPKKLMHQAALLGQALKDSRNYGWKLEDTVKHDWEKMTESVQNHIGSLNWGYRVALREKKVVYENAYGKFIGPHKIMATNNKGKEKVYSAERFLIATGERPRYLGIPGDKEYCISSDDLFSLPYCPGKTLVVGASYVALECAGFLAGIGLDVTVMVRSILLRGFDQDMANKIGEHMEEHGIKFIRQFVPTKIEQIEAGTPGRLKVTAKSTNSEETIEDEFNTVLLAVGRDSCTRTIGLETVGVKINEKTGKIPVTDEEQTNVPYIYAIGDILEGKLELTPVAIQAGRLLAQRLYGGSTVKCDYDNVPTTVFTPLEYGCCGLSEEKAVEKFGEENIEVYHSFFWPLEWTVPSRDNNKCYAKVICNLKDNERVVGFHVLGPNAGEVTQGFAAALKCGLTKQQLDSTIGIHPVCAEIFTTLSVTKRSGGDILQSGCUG
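Rat TrxR1, dispensed at 90 nM, was prereduced with 400 uM NADPH (final) for 5 min at ~22 deg C, then incubated with compound 15 min before 400 uM selenite. A first-read NADPH fluorescence drop versus no-compound background flagged substrates.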
HP1b chromo inh = HTS for Inhibitors of HP1-beta Chromodomain Interactions with Methylated Histone Tails. Chromobox protein homolog 1 (Homo sapiens), P83916. AlphaScreen HP1-beta / biotin-H3K9me3 peptide binding. Potency, µM (series often up to 114 µM), for inactives: at the highest dose activity change, negative = inhibition, hits mostly inhibitors. 390,000 tested, 0.56% active. AID 540317, 2011; note: potency is the fitted concentration of half-maximal effect; nearly all actives have a fitted effect of over 70% in size; inactives centre near 23
Target sequence (P83916 whole entry, looked up): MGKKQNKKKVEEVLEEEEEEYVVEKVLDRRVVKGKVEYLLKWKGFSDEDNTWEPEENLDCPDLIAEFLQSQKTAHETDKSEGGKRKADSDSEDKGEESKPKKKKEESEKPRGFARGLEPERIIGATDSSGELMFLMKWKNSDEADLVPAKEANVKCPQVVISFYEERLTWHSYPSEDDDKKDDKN
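Compound inhibition of the preformed complex between 50 nM HP1-beta and 50 nM biotinylated H3K9me3 peptide was read by AlphaScreen. Buffer was PBS pH 7.4 with 0.01% Tween-20. Incubations ran 30 min at room temperature, with 10 ug/mL donor/acceptor beads.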
TrxR1 inh = qHTS Assay for Inhibitors of Mammalian Selenoprotein Thioredoxin Reductase 1 (TrxR1): qHTS; recombinant rTrxR1, NADPH fluorescence consumption, selenite substrate; Potency, µM (titrated, usually from 114 µM), inactives show top-dose activity change, negative = inhibition, hits mostly inhibitors; 390,000 tested, 1% active; note: potency is the fitted concentration of half-maximal effect; % is set by controls: 0 for no effect and ±100 for the full control effect; nearly all actives have a fitted effect of over 65% in size
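Rat TrxR1 (90 nM in the dispensed reagent) was pre-reduced with 400 uM NADPH for 5 min at room temperature, then incubated with compound for 15 min. After 400 uM selenite was added, NADPH fluorescence (Ex 340/Em 450 nm) was followed for 8 min.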
PI4K2A inh = qHTS for small molecular inhibitors of PI4K2A | activity change, negative = inhibition, % at 76.9 µM | 420,000 tested, 0.13% active | Phosphatidylinositol 4-kinase type 2-alpha (Homo sapiens), Q9BTU6 | AID 1346378, 2018 | purified PI4K2A, ADP-Glo luminescence, 1 h; stronger effect = lower value; in the data active = activity change below about -50%; inconclusive = mostly about -30% to -49%;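 note: -100% = wells without enzyme as full effect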
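PI4K2A activity was measured by ADP-Glo luminescence: enzyme (4 ug/mL stock) and phosphatidylinositol (1.2 mM stock) in Tris pH 7.5/MgCl2/EGTA/Triton X-100 buffer were reacted with ATP (300 microM stock) for one hour at ambient temperature.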
PGK inhibitor = qHTS Assay to Find Inhibitors of Phosphoglycerate Kinase; Phosphoglycerate kinase, glycosomal (Trypanosoma brucei brucei), P07378; PGK/GAPDH coupled, Kinase-Glo luminescence, 60 min; Potency, µM (series often up to 57.5 µM), for the others: top-dose activity change, negative = inhibition, hits mostly inhibitors; 380,000 tested, 0.043% active; AID 602233, 2012; note: potency is the fitted concentration of half-maximal effect; % is set by controls: 0 for no effect and ±100 for the full control effect; nearly all actives have a fitted effect of over 60% in size
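Luminescent ATP detection (Kinase-Glo Plus) follows a 60-minute room-temperature incubation, with wells lacking PGK as controls. Buffer: 100 mM TEA (pH 7.6), 5 mM MgCl2, 0.01% Tween-20. Coupling enzyme GAPDH (100 nM final) supplies unstable 1,3-BPG in-well.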
GLS inh = qHTS for Inhibitors of Glutaminase (GLS); Glutaminase kidney isoform, mitochondrial (Homo sapiens), O94925; GLS enzymatic activity, qHTS titration; Potency, µM (series often up to 45.5 µM), inactives show at the highest dose activity change, negative = inhibition, usual class: inhibitors; 410,000 tested, 0.21% active; AID 624170, 2012; note: potency is the fitted concentration of half-maximal effect; % is set by controls: 0 for no effect and ±100 for the full control effect
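Read-out is an Amplex red fluorescence increase coupled through glutamate oxidase and HRP, measured before and after 30 min room-temperature incubation. hKGA is in 45 mM KH2PO4 (pH 8.2) with 0.02% Tween-20; glutamine added as 1mM solution.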
USP1 inh = Inhibitors of USP1/UAF1: Primary Screen; Ubiquitin carboxyl-terminal hydrolase 1 (Homo sapiens), O94782; recombinant USP1/UAF1, Ub-Rhodamine cleavage fluorescence; AID 743255, 2014; Potency, µM (series often up to 57.1 µM), for the others: at the top dose activity change, negative = inhibition, usual class: inhibitors; 390,000 tested, 0.23% active; note: potency is the fitted concentration of half-maximal effect; % is set by controls: 0 for no effect and ±100 for the full control effect; nearly all actives have a fitted effect of over 60% in size; inactives centre near -12
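USP1/UAF1 complex at 1 nM was preincubated with compound for 15 min at room temperature, then Ub-Rho substrate (150nM final) was added. Fluorescence (480/540 nm) was read kinetically, 6 reads every 60 seconds.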
IDH1 R132H inh = qHTS for Inhibitors of mutant isocitrate dehydrogenase 1 (IDH1): qHTS. 390,000 tested, 0.093% active. Potency, µM (doses to about 76.6 µM), for the others: at the highest dose activity change, negative = inhibition, actives largely listed as inhibitors. IDH1-R132H enzyme, NADPH consumption, diaphorase/resazurin fluorescence. AID 602179, 2012. Isocitrate dehydrogenase [NADP] cytoplasmic (Homo sapiens), O75874; note: potency is the fitted concentration of half-maximal effect; % is set by controls: 0 for no effect and ±100 for the full control effect; nearly all actives have a fitted effect of over 65% in size
Target sequence (O75874 whole entry R132H, stated change not applied): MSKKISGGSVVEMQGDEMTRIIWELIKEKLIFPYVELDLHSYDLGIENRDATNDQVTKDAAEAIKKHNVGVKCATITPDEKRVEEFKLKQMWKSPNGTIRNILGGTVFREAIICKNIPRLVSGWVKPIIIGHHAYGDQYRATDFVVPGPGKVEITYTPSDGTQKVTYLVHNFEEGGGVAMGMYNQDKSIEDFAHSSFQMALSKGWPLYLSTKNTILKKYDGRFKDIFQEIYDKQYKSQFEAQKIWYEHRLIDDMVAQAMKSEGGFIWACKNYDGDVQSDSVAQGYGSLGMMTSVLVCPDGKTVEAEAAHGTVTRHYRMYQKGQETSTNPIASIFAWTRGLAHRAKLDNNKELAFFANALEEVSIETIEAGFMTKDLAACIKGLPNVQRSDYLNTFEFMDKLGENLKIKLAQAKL
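IDH1-R132H (0.5 ug/mL dispensed) in pH 7.5 Tris buffer was preincubated 30 min with compound, then given a substrate mix of 0.016 mM NADPH and 2 mM alpha-KG for 80 min at room temperature; remaining NADPH was read by diaphorase/resazurin fluorescence.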
Pin1 inhibitor = qHTS Assay to Find Inhibitors of Pin1. Pin1 FP peptide displacement, HiFluor488, 10 min. Potency, µM (titrated, usually from 115 µM), for the others: at the top dose activity, negative = inhibition, most hits filed as inhibitors. 390,000 tested, 0.009% active. AID 504891, 2011; active = well fitted inhibition curve with a large enough effect in the polarisation, with a control signal flat, not every such curve was filed as active; inconclusive = small, poorly fitted or top-dose-only effect, or effect the other way, or a change in a side signal; inactive = no such curve, though single readings can be large or run the other way; the % refers to the polarisation; note: potency is the fitted concentration of half-maximal effect; % is set by controls: 0 for no effect and ±100 for the full control effect
Starred values were filed as active, the others as inactive; i = inactive; ? = inconclusive; . = no result given; & = joins results of further samples; [ ] = another dose, or the depositor's remark. Unless noted, calls come from the whole dose curve; as a rule, active = well fitted curve in the direction sought with a large enough effect; inconclusive = small, poorly fitted or top-dose-only effect, or another doubt; inactive = no such curve, though single readings can be large; an effect the other way counts as inactive or inconclusive. A portion of the library; the hit share may differ from the screen's.

entry	SMILES	GLS inh	HP1b chromo inh	IDH1 R132H inh	USP1 inh	TrxR1 substrate	TrxR1 inh	PI4K2A inh	PGK inhibitor	Pin1 inhibitor
1	CCc1ccc2c(c1)cc(C)c1nnc(SCC(=O)Nc3cc(OC)c(OC)cc3C(=O)O)n12	1.6%	18.8%	3.6%	-20.6%	6.3%[57.1 µM]	8.0%[57.1 µM]	0.5	i	-3.1%
2	Cc1nc2ccccc2c(C)c1CC(=O)N(C)CC(=O)Nc1cccc(F)c1	-6.6%	-11.4%	-2.3%	-11.5%	-4.2%[57.1 µM]	-6.4%[57.1 µM]	2.0	-7.8%	-1.8%
3	CC12CS(=O)(=O)CC1SC(=S)N2c1ccccn1 (stereo unspecified)	2.5%	22.5%	1.4%	-22.0%	-7.4%[57.1 µM]	2.9%[57.1 µM]	-3.8	i	-10.3%
4	O=C1N[C@H]2CC=C[C@H]2Nc2ccccc21	-9.5%	42.5%[activator]	10.3%	-24.2%	11.0%	-5.7%	-1.0	i	-1.3%
5	CCN1C(=O)C(CC(=O)NCCc2ccccc2)N(NC(=O)c2cccnc2)C1=S (stereo unspecified)	?	33.0%	-1.5%	-6.1%	2.0%[57.1 µM]	7.4%[57.1 µM]	2.6	-4.4%	0.6%
6	COc1ccc2c(C)c(CCC(=O)NCCc3ccc(Cl)cc3)c(=O)oc2c1	19.8%	21.8%	-14.4%	-21.3%	141.7%[activator]	-8.8%	-2.5	-4.3%	17.9%
7	Cc1c(NS(=O)(=O)c2ccc(NC3CCCC3)c([N+](=O)[O-])c2)c(=O)n(-c2ccccc2)n1C	10.5%	-1.3%	1.3%	3.4%	-11.9%	6.1%[57.1 µM]	-6.9	-6.5%	8.8%
8	COc1cccc(NC(=O)c2nn(C)c3c2CS(=O)(=O)c2ccccc2-3)c1	0.0%	30.1%	-2.2%	-21.3%	5.5%	18.8%	-3.5	-4.4%	3.3%
9	CCC1Oc2ccccc2C(=O)N(CC(=O)c2ccc3c(c2)OCCO3)C1=O (stereo unspecified)	6.5%	47.3%[activator]	-14.4%	-7.7%	-12.8%	0.9%	-0.6	-7.9%	-9.8%
10	CC(Nc1c[nH]c(=O)[nH]c1=O)c1ccccc1 (stereo unspecified)	2.7%	24.8%	3.4%	-17.8%	9.8%	27.5%	-7.6	i	-11.9%
11	CCCCN(C(=O)CCCc1nc2ccccc2c(=O)[nH]1)c1c(N)n(CC(C)C)c(=O)[nH]c1=O	-3.7%	34.5%	2.0%	-20.8%	6.3%	30.4%	2.9	i	-3.7%
12	C[C@H](NC(=O)c1[nH]cnc1C(=O)N[C@@H](C)CO)c1ccccc1	-2.5%	.	7.0%	-2.6%	.	.	1.6	7.8%	.
13	CC(C)(C)NS(=O)(=O)c1ccc(CCC(=O)N2CCOCC2)cc1	-6.4%	57.7%[activator]	3.5%	-12.9%	-0.8%[57.1 µM]	6.4%[57.1 µM]	-1.3	-8.5%	-2.4%
14	COCC(=O)n1nc(NCc2ccc(OC)cc2)nc1NCc1ccc(OC)cc1	?	-10.3%	1.3%	-1.2%	-5.4%	10.2%[57.1 µM]	3.6	4.6%	0.7%
15	Cc1ccc(C)c2c1N(Cc1ccccc1)C(=O)C21OCCO1	11.2%	32.9%	6.2%	-13.8%	-7.4%	0.3%	1.6	-1.7%	-9.7%
16	COc1cccc(C2CC(c3cccc(Br)c3)n3ncnc3N2)c1 (stereo unspecified)	3.6%	32.2%	-14.1%	-16.9%	10.3%	19.8%	-1.4	-4.4%	-26.5%
17	CCOC(=O)c1nnn(-c2nonc2NC(C)=O)c1C	6.2%	20.4%	1.3%	2.2%	9.9%[57.1 µM]	4.7%[57.1 µM]	-1.9	-0.7%	1.3%
18	Cc1c(Br)cc(C(=O)NCCCN2CCOCC2)c(C)c1C	10.6%	34.4%	2.5%	-4.2%	-9.1%	-15.4%	7.6	-1.7%	1.5%
19	Cc1ccc(NC(=O)/C(C#N)=C/c2ccccc2Cl)cc1C	-0.4%	14.3%	0.0%	-2.3%	-4.9%	-3.9%	-4.1	1.5%	?
20	Cc1ccc(CNS(=O)(=O)NCc2cccs2)cc1	1.3%	19.2%	-14.9%	-15.5%	3.0%	30.6%	0.1	-6.7%	1.0%
21	O=C(Nc1cc(Cl)ccc1Cl)c1cc2nc(-c3ccc4c(c3)OCO4)cc(C(F)(F)F)n2n1	1.0%	41.1%[activator]	1.3%	-13.8%	9.5%[11.4 µM]	10.5%	7.1	-7.4%	-2.6%
22	CC1(C)CC(=O)C(N=Nc2ccc(C(F)(F)F)cc2[N+](=O)[O-])=C(O)C1	6.4%	?	19.3%	-7.6%	-14.5%[57.1 µM]	-4.6%[57.1 µM]	-3.5	i	8.7%
23	COCCn1c(=O)c2c(nc3n2CCCN3CCc2ccccc2)n(C)c1=O	1.2%	17.2%	-8.2%	-21.6%	-2.3%[57.1 µM]	12.5%[57.1 µM]	0.5	8.0%	-1.3%
24	Cc1cc(=O)n2nc(N3CCCC(C(=O)NCc4ccc5c(c4)OCO5)C3)sc2n1 (stereo unspecified)	11.2%	11.8%	-1.2%	-1.3%	-2.5%	-0.6%	-8.7	0.5%	4.3%
25	O=S(=O)(NCCCc1ccccc1)c1cccc2nsnc12	-2.4%	12.9%	6.5%	-19.0%	-4.7%	8.4%	1.5	-6.2%	-1.2%
26	COc1ccc(C(=O)Nc2ccc(N3CCN(C)CC3)cc2)cc1	28.3%	25.5%	14.7%	-2.0%	6.1%	43.8%[activator]	0.5	-10.1%	-1.3%
27	CCOC(=O)C1CCCN(Cc2nc(N)nc(Nc3ccccc3)n2)C1 (stereo unspecified)	-12.2%	34.2%	9.5%	-20.4%	-17.3%[57.1 µM]	12.2%[57.1 µM]	10.0	-2.3%	13.2%
28	O=C(CSc1ncccc1-c1nc2ccccc2[nH]1)NCc1ccco1	?	?	11.0%	-18.4%	118.9%[activator]	?	-20.0	-9.8%	?
29	CCN(CC)CCNC(=O)C1(O)c2cc(Br)ccc2NC(=O)N1c1ccc(Cl)cc1 (stereo unspecified)	-0.7%	33.5%	-8.3%	-21.1%	-0.9%	8.7%	-3.7	.	4.9%
30	Cc1cccc(NC(=O)CCS(=O)(=O)c2cccc3nsnc23)c1C	-0.3%&0.7%	22.7%&15.4%	10.4%&3.9%	-19.9%&-9.3%	8.2%[2.29 µM]	?	-6.4&-0.9	-5.5%&-6.4%	1.3%&-2.7%
31	Cc1cccc(-c2nc3c(c(SCC(=O)N4CCCC4)n2)COC(C)(C)C3)c1	0.9%	35.7%	7.4%	-21.6%	3.2%	28.0%	-1.5	i	-3.2%
32	C=CCOc1cccc(C2C(C(=O)c3ccco3)=C(O)C(=O)N2CCN2CCOCC2)c1 (stereo unspecified)	14.2%	48.2%[activator]	17.3%	-23.3%	-1.7%	?	3.9	-8.9%	-3.3%
33	COc1ccc(NC(=O)C(OC)c2ccccc2)cc1Cl (stereo unspecified)	10.6%	35.1%	1.0%	-19.1%	9.7%[57.1 µM]	9.3%[57.1 µM]	-0.9	0.5%	?
34	Cc1ccnc(NS(=O)(=O)c2ccc(NC(=O)c3cc(=O)c4ccc(C)c(C)c4o3)cc2)n1	-1.0%	1.2%	-16.2%	-20.8%	-3.7%	11.4%	4.4	i	-4.4%
35	C=CCC(=O)N(CC)CC1CCCN(CCc2cccc(F)c2)C1 (stereo unspecified)	2.5%	15.6%	4.5%	-21.0%	0.4%	12.7%	7.6	-7.6%	-0.2%
36	Cc1ccc(C(=O)Oc2csc(=S)n2C(=O)c2ccc(C)cc2)cc1	0.0%	-6.5%	-0.8%	-7.4%	-0.1%	-6.6%	-5.4	3.0%	-0.1%
37	COc1cc(NC(=O)c2cc(OC)c(OC)c(OC)c2)c2ncccc2c1	-4.7%	47.3%	2.5%	-19.0%	10.7%	-11.7%	3.2	-11.0%	2.0%
38	CC(C(=O)Nc1cccnc1)N1C(=O)C2C3C=CC(C3)C2C1=O (stereo unspecified)	0.3%	46.6%[activator]	2.5%	-17.6%	-2.4%	6.4%	1.2	-3.0%	0.7%
39	CCOC(=O)C1CCCN(C(=O)Cn2nc(Cc3cccnc3)c3ccccc3c2=O)C1 (stereo unspecified)	5.5%	23.8%	2.6%	-22.7%	10.2%[57.1 µM]	11.1%[57.1 µM]	-0.1	-8.8%	-0.1%
40	Cc1nc(C)c(-c2ccc(SCc3ccc(Cl)cc3)nn2)s1	-1.8%	66.3%[activator]	-5.0%	-32.3%	2.3%	12.6%	0.6	6.4%	-0.5%
